Bioassay records as filed in PubChem BioAssay.
APJ ag: activates the human apelin receptor APJ. P35414. CHO-K1 APJ PathHunter beta-arrestin, luminescence; 0% DMSO wells, 100% apelin. activation, % at 20 µM. 0.11% of 330,000 active;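 active = activation more than six SD over the plate average, tested at 20 µM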;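 note: 0% = DMSO alone and 100% = apelin-13 at 10 nM; some results filed as inactive read as strong as hits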
Target sequence (P35414 whole entry, looked up): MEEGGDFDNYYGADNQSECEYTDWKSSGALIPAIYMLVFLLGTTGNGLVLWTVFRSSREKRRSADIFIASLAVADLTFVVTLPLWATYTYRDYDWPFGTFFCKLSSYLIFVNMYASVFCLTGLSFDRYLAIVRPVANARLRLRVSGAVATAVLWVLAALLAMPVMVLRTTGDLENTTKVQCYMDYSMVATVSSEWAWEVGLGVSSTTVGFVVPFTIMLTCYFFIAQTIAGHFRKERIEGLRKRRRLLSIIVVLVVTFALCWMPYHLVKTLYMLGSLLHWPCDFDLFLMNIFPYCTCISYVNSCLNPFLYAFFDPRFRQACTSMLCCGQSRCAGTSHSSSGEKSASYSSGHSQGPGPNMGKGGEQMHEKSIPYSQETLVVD
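Assay system – PathHunter CHO-K1 APJ (AGTRL-1) beta-arrestin reporter cells · Compound – one dose, 20 µM compound, 1% DMSO · Timing – compound 90 min 25 °C, reagent 1 h · Measured by – luminescence from split beta-galactosidase complementation, Galacton Star/Emerald II substrate · Measure – beta-arrestin recruitment to APJ as agonist activity, luminescent signal · Benchmarks – DMSO vs Apelin-13 10 nM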
tim10-1 inh: inhibits growth of tim10-1 mutant yeast | S. cerevisiae tim10-1 ts strain growth, BacTiter-Glo, 24 h | AID 463190 | 2.2% of 330,000 active | inhibition, % at 20 µM;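 active = inhibition of at least 40%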;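 note: mutant grown at 25 °C; 0% = DMSO wells with yeast and 100% = wells holding no yeast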
tim23-1 inh: inhibits growth of tim23-1 mutant yeast | S. cerevisiae tim23-1 growth, BacTiter-Glo luminescence, 24 h | inhibition, % at 20 µM | 1.3% of 330,000 active | AID 463212;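 active = growth inhibition of the mutant yeast at or above 50%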;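 note: temperature-sensitive mutant grown at 25 °C; plate controls were DMSO-treated mutant yeast for no effect and medium wells lacking yeast for full effect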
CHOP UPR activ: apoptotic UPR (CHOP) activation. CHO-CHOP luciferase reporter, luminescence; percent of tunicamycin response over DMSO baseline. activation, % at 10 µM. 0.34% of 330,000 active. AID 449763;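 active = at 10 µM dose, activation of 40% or more, normalized to positive control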;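 note: 100% = tunicamycin at 10 µg/mL and 0% = DMSO alone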
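Assay system: CHO cells with stable CHOP pathway luciferase reporter; Buffer or medium: F12 plus 10% serum; Times: 16-18 h cell attachment, then 6 h compound exposure, 37 °C; Signal: luciferase luminescence; Read-out basis: percent activation relative to tunicamycin control; Control set: tunicamycin high control, DMSO low control.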
NR3A LBD binder: modulates the human NR3A ligand-binding domain. AID 1259313. Tm shift relative to glycine control, % at 25 µM. 2.5% of 340,000 active. NR3A LBD differential scanning fluorimetry, Tm shift; 0% = protein alone, 100% = glycine-bound protein;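 active = melting temperature shift of at least 10% of the positive control shift, at one fixed dose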
NALP3 yeast inh: inhibitors of NALP3 inflammasome in yeast; 0.39% of 330,000 active; Yeast reconstituted NLRP3/ASC/caspase-1, beta-gal luminescence, 24 h; inhibition, % at 10 µM;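 active = inhibition of 50% or more; inactive = inhibition below 50%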;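 note: plate controls were induced DMSO wells for no effect and uninduced yeast grown without galactose for full effect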
Mdm2-MdmX inh: inhibitors of human Mdm2/MdmX interaction; SaOS-2 split-luciferase Mdm2/MdmX complementation, luminescence; inhibition, % at 8 µM; 3% of 330,000 active; O15151+Q00987;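 active = inhibition of at least 50% at 8 µM in the primary screen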
XBP1 UPR activ: adaptive UPR (XBP1) activation; CHO-XBP1 luciferase reporter, IRE1-XBP1 UPR activation, luminescence; percent of tunicamycin response, DMSO as zero; activation, % at 20 µM; 0.33% of 330,000 active;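 active = versus positive control, 20 µM dose yields 30% or more activation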;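 note: 100% = tunicamycin at 10 µg/mL and 0% = DMSO only wells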
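Test system: CHO-XBP1 luciferase reporter cells | Buffer or medium: Serum-containing F12 medium, 10% FBS | Schedule: 6 h compound exposure at 37 °C, 5% CO2 | Detection: Steady-Glo luciferase glow luminescence, 10 min after reagent addition | Read-out basis: Activation, % of tunicamycin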
TIM10 inh: inhibits growth of TIM10 yeast strain; S. cerevisiae TIM10 strain growth, BacTiter-Glo luminescence, 24 h; inhibition, % at 10 µM; 1.4% of 330,000 active; AID 463195;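 active = inhibition of 40% or more at the single tested concentration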;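 note: wild-type TIM10 isogenic control strain grown at permissive 25 °C; 0% = DMSO yeast wells and 100% = minimal medium wells without yeast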
* hit, by the source's call.

SMILES	APJ ag	tim10-1 inh	tim23-1 inh	CHOP UPR activ	NR3A LBD binder	NALP3 yeast inh	Mdm2-MdmX inh	XBP1 UPR activ	TIM10 inh
CC(C(=O)NC1CCCCC1)N1CCN(S(=O)(=O)c2cccs2)CC1 (stereo not given)	-4	0	5	-2.2	0	-6	18	-1	6
Cc1ccccc1C(=O)Nc1ccccc1	-3	-14	2	1.1	1	7	11	3	-13
COC(=O)c1ccc(N2CCOCC2)c(NC(=O)c2ccco2)c1	-1	7	-7	1.6	-2	23	7	-7	13
CCOC(=O)C1(Cc2ccccc2)CCCN(C2CCCC2)C1 (stereo not given)	-6	-10	-1	-0.9	-1	29	2	-2	-7
Cc1cc(C(C)(C)C)oc1C(=O)NCCCNC(=O)c1oc(C(C)(C)C)cc1C	-4	-2	-19	-3.6	6	9	0	-2	18
Cc1nnc(Cl)c2nn(-c3ccccc3F)c(C)c12	-4	-2	-8	-0.3	2	2	-13	0	11
COc1cc2c(cc1OC)C(c1ccccc1F)NCC2 (stereo not given)	0	-12	16	0.2	-1	10	17	-1	-9
C[C@@H]1NC(=O)c2cc([N+](=O)[O-])cc(I)c2OCC[C@@H](C(=O)NC(CC(=O)O)C(N)=O)NC(=O)[C@H](CC(N)=O)NC1=O (stereo not given in full)	5	-14	-1	1.2	3	9	6	3	-5
Cc1ccc(N2C(=O)C3C4C=CC(C4)C3C2=O)cc1 (stereo not given)	-1	2	6	-0.7	-2	7	-31	-7	1
CC(CC(=O)NCC1CCCO1)c1ccccc1 (stereo not given)	-3	10	-4	-2.6	1	9	4	2	-3
Cc1ccc(-n2c(O)c(/C=N/c3ncn[nH]3)c3ccccc3c2=O)cc1	7	7	0	-1.1	-2	20	27	-1	6
COc1ccc(S(=O)(=O)N(C)CC(=O)Nc2ccc3c(c2)OCCO3)cc1OC	0	9	-2	-1.4	-2	4	14	-3	10
Cc1ccccc1NC(=O)COC(=O)c1cccc(S(=O)(=O)N2CCCCC2)c1	-2	9	19	-0.7	2	8	-12	-1	3
O=C(CCNS(=O)(=O)c1ccc(OC(F)(F)F)cc1)N1CCN(C/C=C/c2ccccc2)CC1	3	-1	19	2.6	-4	26	34	-2	-4
O=C(NN=Cc1cccc([N+](=O)[O-])c1)c1cc(-c2cccnc2)nc2ccccc12	-3	-4	4	-1.8	-4	9	32	1	-3
COCC(C)NS(=O)(=O)c1ccc(C)cc1 (stereo not given)	-7	11	10	2.2	1	9	-15	-1	15
Cc1cc(C)c(S(=O)(=O)Nc2cccc(S(=O)(=O)NC3=NCCC3)c2)c(C)c1	-2	0	2	0.6	-1	15	21	1	-3
Cc1ccccc1/C=N\NC(=O)c1ccc(Cn2cccn2)o1	0	16	-1	4.9	0	13	7	0	-11
CN(C(=O)c1ccc(NC(=O)C2CCCN(C(=O)OC(C)(C)C)C2)cc1)C1CCCC1 (stereo not given)	-2	6	0	-0.2	-2	-6	-8	-1	2
O=C1N=C(N2CCN(c3ccccc3)CC2)SC1Cc1ccccc1 (stereo not given)	-2	8	27	-1.0	-2	35	25	-2	-26
CC1(/[N+]([O-])=C/c2ccc(Cl)cc2Cl)CCCCC1=O (stereo not given)	-5	18	12	2.4	-1	21	2	0	15
COc1cc(OC)cc(C(=O)NC(=S)Nc2ccc3oc(=O)ccc3c2)c1	-2	7	-6	2.3	-2	-8	26	-1	-6
CC(=O)Nc1ccc(C(=O)OCC(=O)NC(=O)NC(C)(C)C)cc1	-1	10	11	0.5	0	1	-32	2	4
O=C(N/N=C/c1c[nH]c2ccccc12)C1CC1(c1ccccc1)c1ccccc1 (stereo not given)	-1	13	13	3.6	13*	4	1	-1	5
CCOc1ccc(/C=C2\SC(=S)N(CCC(=O)Nc3ccccc3C(=O)O)C2=O)cc1	-3	8	12	1.2	-5	1	6	-1	8
COC(=O)c1cccc(NC(=O)c2ccc3c(c2)C(=O)N(Cc2cccnc2)C3=O)c1	0	10	7	3.0	4	7	37	-6	17
COC(C/C=C/C(=O)COCc1ccccc1)OC	0	46*	41	1.8	-3	11	6	-1	34
O=C(Cn1cc(S(=O)(=O)Cc2ccc([N+](=O)[O-])cc2)c2ccccc21)N1CCOCC1	-4	2	13	0.5	-1	10	10	-2	-5
COc1ccc(Cc2nc3ccc(C(=O)N4CCCC4)cc3o2)cc1OC	-4	9	-9	3.7	-2	-1	18	-2	-4
O=c1/c(=C\c2cccc(O)c2)sc2nc(-c3ccccc3)c(-c3ccccc3)n12	-5	23	28	2.0	3	-17	5	0	11
COc1ccc(OC)c(NC(=O)C2CCC(CNc3c(N4CCC(C)CC4)c(=O)c3=O)CC2)c1 (stereo not given)	-1	15	16	0.6	-1	0	52*	5	10
CC(C)[C@H](NC(=O)c1ccccc1)C(=O)OCC(=O)c1ccc2c(c1)NC(=O)CO2	-3	29	21	2.7	-2	5	9	-4	25
NS(=O)(=O)c1ccc(NC(=S)NCc2ccc(F)cc2)cc1	-2	3	7	3.0	-18	14	-10	3	10
COc1ccccc1CN1C[C@@H]2C[C@@H](C3=Cc4cccc(OC)c4OC3)N3CCC[C@@]23C1=O	-2	29	14	0.4	-2	-6	-14	2	10
O=C(COC(=O)Cc1ccsc1)Nc1cccc(F)c1	-4	4	11	0.0	2	8	11	-3	-2
CC(=O)/C(=N\Nc1ccccc1)Sc1nncn1C	-1	-5	2	-2.5	0	-3	8	0	-7
CCOC(=O)CC(=O)Nc1ccc(C(=O)OCC)cc1	-6	2	5	-0.6	0	35	-9	4	1
CSc1nc(-c2ccccc2)c2cc(Cl)ccc2n1	-2	15	1	-0.6	1	-16	11	-1	10
COc1cccc(C(=O)NNC(=O)CCc2ccccc2)c1	0	-8	-2	-1.8	-3	9	9	-2	-1
O=C(NC(=S)Nc1cccc(CO)c1)c1ccc(-c2ccccc2)cc1	0	13	6	1.1	-6	39	-55	0	6
CN(CC12CC3CC(CC(C3)C1)C2)C(=O)c1ccco1	0	15	42	2.8	-2	26	9	-4	17
O=C(Cn1nc(Br)nc1Br)c1ccccc1	-3	5	10	1.7	0	5	6	-1	0
O=C(Cc1c(Cl)cccc1Cl)OCc1ccccn1	-3	5	11	4.0	1	14	14	4	0
COc1ccc(NC(=O)Nc2ccccc2C(N)=O)cc1	-1	5	-2	3.4	-20	-8	10	-1	13
COc1cccc(CNC(=O)c2ccc(NS(=O)(=O)c3ccc4[nH]c(=O)[nH]c4c3)cc2)c1	3	2	10	-1.6	-5	-2	8	-1	12

Entries listed above printed as active in NR3A LBD binder.
canonical_smiles,APJ ag,tim10-1 inh,NR3A LBD binder,NALP3 yeast inh,Mdm2-MdmX inh,XBP1 UPR activ,TIM10 inh
O=C(N/N=C/c1c[nH]c2ccccc12)C1CC1(c1ccccc1)c1ccccc1 (stereo not given),-1,13,13*,4,1,-1,5

(next part)
SMILES	APJ ag	tim10-1 inh	tim23-1 inh	CHOP UPR activ	NR3A LBD binder	NALP3 yeast inh	Mdm2-MdmX inh	XBP1 UPR activ	TIM10 inh
Cc1noc(C)c1C(=O)Nc1nc2ccccc2s1	7	12	16	5.1	-1	50*	-60	2	4
CCOc1ccc(-c2nn3c(-c4ccccc4)nnc3s2)cc1	-5	26	22	2.4	0	17	4	1	37
O=C1OC(N2CCN(C(=O)c3ccco3)CC2)c2ccccc21 (stereo not given)	-2	15	11	-0.7	0	18	-16	1	6
COC1CCCCC1NS(=O)(=O)c1ccc(Cl)cc1 (stereo not given)	-1	7	4	-1.1	0	2	-35	-3	-9
CC(C)(O)C#Cc1ccc(C(=O)NC(CCCNC(N)=O)C(=O)O)s1 (stereo not given)	1	-10	-7	0.4	-2	26	-1	-4	7
C/C(=N\NC(=O)CC#N)C1COc2ccccc2O1 (stereo not given)	1	-7	8	-0.5	-1	-3	11	-2	-9
Cc1cccc(OCC(=O)N/N=C/c2ccccc2C(=O)O)c1	-3	8	8	-0.3	2	7	0	1	-4
Cc1sc(NC(=O)CCC(=O)O)c(C#N)c1C	-3	10	-5	-0.8	-1	-3	13	-5	8
COc1ccc2nc(SC)c(C#N)cc2c1	0	21	-2	1.8	-1	13	14	0	-14
COCCN1CCc2c(C)nc3c(-c4ccc(OC)c(OC)c4)cnn3c21	-3	32	29	1.7	-1	11	12	3	16
Cc1cccc(NC(=S)NCc2ccc(F)cc2)c1C	-4	12	39	0.8	-1	24	8	-5	9
COc1ccc(-c2noc(-c3ccco3)n2)cc1OC	2	40	24	4.5	-2	27	-185	3	10
CCOC(=O)N1C(=O)[C@@](CC)(c2ccccc2)N1C(=O)OCC	-5	11	9	3.1	2	7	38	-2	-5
O=C(Nc1ccccc1Cl)C1CCN(Cc2cnn(-c3ccccc3)c2-n2cccc2)CC1	-4	16	9	0.0	-1	17	25	-3	17
CN(CC(=O)Nc1c(Cl)cccc1Cl)C(=O)C1CCN(C(=O)Nc2ccccc2)CC1	6	10	2	2.4	0	3	-15	-4	4

6 structures out of the list, sorted by heavy-atom count, smallest number first.
SMILES	APJ ag	tim10-1 inh	tim23-1 inh	CHOP UPR activ	NR3A LBD binder	NALP3 yeast inh	Mdm2-MdmX inh	XBP1 UPR activ	TIM10 inh
CN(CC12CC3CC(CC(C3)C1)C2)C(=O)c1ccco1	0	15	42	2.8	-2	26	9	-4	17
COc1ccc(NC(=O)Nc2ccccc2C(N)=O)cc1	-1	5	-2	3.4	-20	-8	10	-1	13
O=C1N=C(N2CCN(c3ccccc3)CC2)SC1Cc1ccccc1 (stereo not given)	-2	8	27	-1.0	-2	35	25	-2	-26
O=C(NC(=S)Nc1cccc(CO)c1)c1ccc(-c2ccccc2)cc1	0	13	6	1.1	-6	39	-55	0	6
COCCN1CCc2c(C)nc3c(-c4ccc(OC)c(OC)c4)cnn3c21	-3	32	29	1.7	-1	11	12	3	16
Cc1cc(C)c(S(=O)(=O)Nc2cccc(S(=O)(=O)NC3=NCCC3)c2)c(C)c1	-2	0	2	0.6	-1	15	21	1	-3

(next part)
SMILES	APJ ag	tim10-1 inh	tim23-1 inh	CHOP UPR activ	NR3A LBD binder	NALP3 yeast inh	Mdm2-MdmX inh	XBP1 UPR activ	TIM10 inh
Cn1nc(C(F)(F)F)cc1C(=O)NC1CCCCCC1	1	19	22	2.9	1	4	-10	0	22
CC1(C)CC(=O)C2=C(C1)Oc1ncn(CCCO)c(=N)c1C2c1ccccc1 (stereo not given)	0	-7	4	0.1	-2	14	5	-5	-1
CN1C(=O)C(=C2CCCCCC2)SC1=S	2	-14	17	-0.1	1	27	0	1	-7
O=C(COC(=O)/C=C/c1ccc(OC(F)F)cc1)NC1CCCCCCC1	-2	10	0	1.2	0	15	8	-1	0
c1coc(Cn2nnnc2CN2CCN(C3CCCCC3)CC2)c1	-2	7	6	-1.6	1	3	-6	1	6
CSC1=N/C(=C\c2cccnc2)C(=O)N1c1ccccc1	-2	5	25	3.3	-1	7	11	0	-3
CC(NC(=O)OC(C)(C)C)C(=O)N1CCCC1C(=O)NC(Cc1ccccc1)C(N)=O (stereo not given)	-4	17	4	-1.2	0	15	-16	2	-7
Cc1noc(/C=C/c2ccco2)c1S(=O)(=O)N1CCC(C(=O)N2CCc3ccccc32)CC1	-4	9	15	-1.7	-3	9	23	0	11
CCN(CC(=O)Nc1c(F)cccc1F)C(=O)Cc1n[nH]c(=O)c2ccccc12	-6	2	-19	0.2	1	13	10	-1	-4
